From PubChem BioAssay
NCI-60 one-dose screen, 48 h, at 10 µM unless noted. Numbers give growth in % (100 = growth as untreated, 0 = no growth, -100 = all killed).
SK-MEL-5 – SK-MEL-5 melanoma | 80,000 compounds, 6.4% hits | AID 1794755
HOP-62 – HOP-62 NSCLC; 80,000 compounds, 3.9% hits
EKVX – EKVX NSCLC; 71,000 compounds, 3% hits; AID 1794765
SK-MEL-28 – SK-MEL-28 melanoma. 81,000 compounds, 4.1% hits
A549/ATCC – A549/ATCC NSCLC; AID 1794740; 81,000 compounds, 3.7% hits
SK-MEL-2 – SK-MEL-2 melanoma; 77,000 compounds, 4.7% hits
M14 – M14 melanoma; AID 1794745; 80,000 compounds, 6.2% hits
HOP-92 – HOP-92 NSCLC cells; AID 1794738; 71,000 compounds, 6.3% hits
Active calls of the source: *; nt = not tested or not shown; & = joins results of further samples; [ ] = another dose, or the depositor's remark. How the source made its calls: active means growth percent below 10; inactive means the rest.

structure,SK-MEL-5,HOP-62,EKVX,SK-MEL-28,A549/ATCC,SK-MEL-2,M14,HOP-92
COC(=O)c1nn2c(c1C(=O)OC)CC(c1ccccc1)N(S(=O)(=O)c1ccccc1)C2C (stereo unspecified),104,106,89,115,98,96,109,77
O=C1c2ccccc2C(=O)N1CCCBr,101&105,109&110,90&101,100&107,103&94,110&125,101&104,81&101
COC(=O)C1CC(C(=O)OC)C2C(C(=O)OC)CC(C(=O)OC)C12 (stereo unspecified),102,95,100,116,112,112,103,nt
COC(=O)C1CCCC1,108,104,126,94,105,107,100,105
CC(C)(C)c1cc(Br)c(O)c(CNc2ccccc2)c1,98,102,101,99,102,106,104,nt
COc1ccc(-c2cc(-c3cc(OC)ccc3OC)nc(SCC(C)=O)c2C#N)cc1,66,76,52,68,49,79,70,38
CC(=O)Nc1ccc(OCc2cn(Cc3nc4ccccc4[nH]3)nn2)cc1,102,103,100,103,91,93,103,94
O=C(O)C(CCc1ccccc1)NCc1ccccc1 (stereo unspecified),109,93,102,107,100,95,80,nt
Cn1cccc1C(=O)c1n[nH]n2c1nc(=O)c1sc3c(c12)CCCC3,104,96,92,108,83,100,94,107
Cc1ccc(NC(=O)c2ccccc2)cc1,101,101,102,116,97,112,106,nt
O=C(CSc1nc2ccccc2c(=O)n1-c1ccccc1)Nc1cccc(C(=O)/C=C/c2ccc(Cl)cc2)c1,99,116,97,103,93,104,97,nt
Cc1ccc(/C=C2\CCOC2=O)cc1,125,110,87,95,55,99,107,nt
COc1ccccc1C(C[N+](=O)[O-])c1c(C)[nH]c2ccccc12 (stereo unspecified),99,96,96,100,92,95,98,117
CC(=O)C(SSC(C(C)=O)C(C)=O)C(C)=O,nt,99,nt,99,106,117,99,90
N#C/C(=C\c1ccc(-c2cccc(C(F)(F)F)c2)o1)c1ccc(Cl)cc1,97,86,68,101,93,96,87,80
CC1C(=O)c2cc3c(cc2CCN(C)Cc2c1ccc1c2OCO1)OCO3 (stereo unspecified),103,96,nt,104,95,111,107,nt
CC(=O)OC1CCC2(C)C(=CCC3C2CCC2(C)C3CC3ON=C(C)C32)C1 (stereo unspecified),105,109,74,110,105,102,103,101
COc1cc(NC(=O)CCSc2nc3ccccc3c(=O)n2CCc2ccccn2)cc(OC)c1OC,88,86,nt,83,84,92,103,89
CN1CCN(Cc2occc(=O)c2O)CCN(C)CCN(Cc2occc(=O)c2O)CC1,48&81,59&97,63&104,64,12&93,65&105,53&105,68&84
N#CCc1nn(-c2ccccc2)c2ncnc(N)c12,109,99,100,119,99,123,120,85
NC(N)=N/N=C/c1ccc(Cl)c([N+](=O)[O-])c1,74,116,106,102,97,115,105,82
Oc1ccccc1CNc1ccccc1,97,99,91,106,101,89,nt,94
O=C(O)CCC(=O)Nc1ccc(C(=O)O)c(O)c1,97,101,108,108,91,101,98,96
Cc1ccc(C(C)(N=[N+]=[N-])c2ccccc2)cc1C (stereo unspecified),107,93,105,112,91,114,97,105
COc1cc(C2CC(c3cccs3)=NN2C(C)=O)cc(OC)c1OC (stereo unspecified),98,78,92,102,104,97,94,86

Reprinted at random: two compounds from above
structure,SK-MEL-5,HOP-62,EKVX,SK-MEL-28,A549/ATCC,SK-MEL-2,M14,HOP-92
COC(=O)C1CCCC1,108,104,126,94,105,107,100,105
CC(C)(C)c1cc(Br)c(O)c(CNc2ccccc2)c1,98,102,101,99,102,106,104,nt

Remaining list, next part.
structure,SK-MEL-5,HOP-62,EKVX,SK-MEL-28,A549/ATCC,SK-MEL-2,M14,HOP-92
CCN(CC)C(=O)C(c1ccccc1)c1ccccc1,97,95,91,94,94,99,93,91
COc1cc(/C=N/NC(=O)Cn2nnc3ccccc32)ccc1O,102,92,108,101,93,101,100,101
O=C(Nc1ccc(Nc2ncnc3[nH]ccc23)cc1)c1ccccc1,102[1 µM],110[1 µM],100[1 µM],105[1 µM],99[1 µM],104[1 µM],102[1 µM],112[1 µM]
CC[N+](C)(CC)Cc1cc(Nc2ccnc3cc(Cl)ccc23)ccc1O,100,92,90,87,90,121,87,89
COc1cccc(C(=O)N(c2ccc(F)cc2F)C(C(=O)NC(C)(C)C)c2cc3c(C)cc(C)cc3nc2Cl)c1 (stereo unspecified),84,80,77,96,53,70,83,63
COc1ccc(Cl)cc1-n1nnc(-c2nc3ccccc3[nH]2)c1N,96,37,nt,100,62,93,89,nt
COc1ccc(S(=O)(=O)N2CCN(C)CC2)cc1NC(=O)c1[nH]c(C)c2c1CCCCC2=O,44,43,58,72,62,80,54,35
COc1ccc2c(c1)O/C(=C\c1ccc(O)c(O)c1)C2=O,100,111,100,96,92,nt,100,105
COc1sc(/C=N/NC(=O)c2[nH]c3ccc(Br)cc3c2-c2ccccc2)cc1Br,-53*,12,13,18,6.3*,15,11,64
CS(=O)(=O)c1ccc(-c2nc3ccccn3c2/C=N/NC(N)=O)cc1,100,102,96,110,102,101,107,nt
CCCCCCCCCCCCCCCCCCOC(C)=O,108,100,98,111,108,111,96,110
CCOC(=O)c1nn(-c2ccc(Cl)cc2)c(=N/N=C/c2c(O)cc3oc(C)cc(=O)c3c2OC)s1,93,73,81,91,92,102,74,90
O=C(Nc1cc(Cl)ccc1Cl)N1CCN(C(=O)Nc2cc(Cl)ccc2Cl)CC1,106,104,117,113,100,102,107,94
CC1(C)OC2OC3C(CN)OC(c4ccccc4)OC3C2O1 (stereo unspecified),106,94,103,114,107,103,120,nt
COC(=O)c1c2c(c(C)[n+]([O-])c1C)C(=O)C(NCc1cccc(OC)c1)=CC2=O,-55*,53,57,87,13,64,13,55
Clc1ccc(-c2cnc3c(-c4ccnc(N5CCNCC5)c4)cnn3c2)cc1,74,-38*,81,-83*,17,-57*,-79*,nt
CC(C)OP(=O)(CCC(=O)c1c[nH]c2ccccc12)OC(C)C,110,88,96,121,69,99,98,96
O=C(/C=C/c1c(-c2ccc(F)cc2)nc2sccn12)c1cccs1,91,97,106,111,100,111,117,65
CN(C)S(=O)(=O)c1c([N+](=O)[O-])ncn1C,102,99,106,99,102,105,91,98
FC(F)(F)c1ccc(-c2nnc(Nc3ccccc3)s2)cc1,101,121,100,102,94,120,100,103
O=C(/C=C(/C=C/c1coc2ccccc12)OB(F)F)/C=C/c1coc2ccccc12,105,113,108,101,92,92,96,91
COc1ccc(NC(=S)Nc2ccccn2)cc1,99,98,97,110,101,95,106,77
CS(=O)(=O)Nc1ccc(C(=O)N=Nc2c(O)[nH]c3ccccc23)cc1,101,105,104,108,99,107,106,109
O=C(NNc1ccc(-c2ccccc2)nn1)c1ccc(F)cc1,95,106,78,110,98,108,100,92
COC(=O)c1cccc(NC(=O)N[C@H]2CCN(c3ccnc(Nc4ccc(F)cc4)n3)C2)c1,68,93,91,99,77,98,93,90

structure,SK-MEL-5,HOP-62,EKVX,SK-MEL-28,A549/ATCC,SK-MEL-2,M14,HOP-92
COc1ccc(CNC(=O)COc2ccc(/C=N/Nc3nc4ccccc4s3)cc2)cc1,24,39,52,35,26,64,54,-25*
Clc1cccc(N/N=C/c2c[nH]c3ccc(Br)cc23)n1,40,54,34,49,30,27,15,nt
COc1ccc(-n2cc(COc3ccc4c5ccnc(C)c5n(CC(C)C)c4c3)nn2)cc1,58,57,69,87,67,88,72,45
CC(C)(C)OC(=O)Nc1ccc(-c2cccc(Oc3ccc4nnc(Cl)n4n3)c2)cc1,20,104,87,97,86,66,66,42
CCCCOc1ccc(C(=O)OCCNCC(C)C)cc1N,99,97,97,100,98,117,99,106
Cc1cccc(NC(=O)Nc2ccc(-n3cnc4cc(-c5ccc(O)cc5)ccc43)cc2)c1,14,39,36,44,25,18,21,81
N[C@@H](Cc1cn(-c2ccccc2SCc2ccc(O)cc2)nn1)C(=O)O,102,95,nt,101,106,104,101,91
CN1[C@@H](CCc2ccc(OCCF)cc2)CCC[C@H]1CCc1ccc(OCCF)cc1,100,85,75,nt,92,101,82,72
C[C@@H]1CC2C3C[C@H](F)C4=CC(=O)C=C[C@]4(C)[C@@]3(F)[C@@H](O)C[C@]2(C)[C@@]1(O)C(=O)CO (stereo partly specified),90,101,65,108,68,94,94,80
CCCCn1c(-c2ccc(-c3nc(-c4ccc(Cl)cc4)no3)cc2)nc(-c2ccccc2)c1-c1ccccc1,98,92,-94*,91,36,103,94,75
O=c1[nH]nc(-c2ccccc2)c2ccccc12,97,97,nt,111,97,111,101,nt
CN(C)NC(=O)CC(N)C(=O)O (stereo unspecified),101,106,nt,103,99,104,105,98
Nc1nnc(-c2cccnc2SCc2ccccc2)s1,90,83,81,105,93,111,101,nt
COc1ccc(-c2c(-c3ccccc3)noc2N)cc1OC,97,124,100,112,94,99,98,91
CCC1(C)CC(C)(C)c2cc([N+](=O)[O-])c(C)c([N+](=O)[O-])c21 (stereo unspecified),101,92,101,100,90,110,98,91
CC(=O)/C=C\C1CC2C=CC1C2 (stereo unspecified),100,111,101,92,98,103,95,110
COC(=O)[C@@]1(O)C=Cc2nc3ccccc3c(=O)n21,101,94,96,107,102,96,95,118
C=C1C(=O)O[C@H]2[C@H]1CC/C(COC(=O)NCc1ccc(Cn3c(=O)sn(CCCCC)c3=O)cc1)=C\CC[C@@]1(C)O[C@@H]21,92,81,84,47,89,76,2.8*,-16*
Cc1nn(-c2ccccc2)c2nc3c(c(-c4ccc(Cl)cc4)c12)CNC1(N3)C(=O)N(Cc2ccccc2)c2ccccc21 (stereo unspecified),98,96,87,104,96,88,92,81
CC1=NN(c2nc3ccccc3nc2Cl)C(=O)C1,99,103,103,116,101,104,106,104
O=C1/C(=C/c2ccc(SC(F)(F)F)cc2)Cc2cc3c(cc21)OCO3,98,103,103,101,106,126,103,94
COc1cc(-c2nc(-c3nnc(-c4ccc(C)cc4)o3)c3ccccn23)cc(OC)c1OC,78,86,79,98,66,72,83,53
O=C(CBr)c1cc(-c2ccc(Cl)cc2)nc2cc(Cl)ccc12,87,74,69,93,86,75,77,62
CN1NC(=O)CC1c1ccccc1 (stereo unspecified),98,76,119,126,101,104,97,79
N#Cc1c(F)cccc1N1CCSCC1,91,88,52,103,88,108,100,84

Some entries already given, showing only HOP-92, SK-MEL-5 and SK-MEL-2:
SMILES	HOP-92	SK-MEL-5	SK-MEL-2
CN1NC(=O)CC1c1ccccc1 (stereo unspecified)	79	98	104
N#Cc1c(F)cccc1N1CCSCC1	84	91	108

Record cards, as listed above:
`CCCCOc1ccc(C(=O)OCCNCC(C)C)cc1N` reads SK-MEL-5 = 99; HOP-62 = 97; EKVX = 97; SK-MEL-28 = 100; A549/ATCC = 98; SK-MEL-2 = 117; M14 = 99; HOP-92 = 106
`COc1ccc(CNC(=O)COc2ccc(/C=N/Nc3nc4ccccc4s3)cc2)cc1` reads SK-MEL-5 = 24; HOP-62 = 39; EKVX = 52; SK-MEL-28 = 35; A549/ATCC = 26; SK-MEL-2 = 64; M14 = 54; HOP-92 = -25*

New compounds follow
structure,SK-MEL-5,HOP-62,EKVX,SK-MEL-28,A549/ATCC,SK-MEL-2,M14,HOP-92
COc1c(F)ccc(C(=O)Nc2ccc3nc(NC(=O)C4CCCN(S(=O)(=O)c5cccc(C(F)(F)F)c5)C4)sc3c2)c1F (stereo unspecified),89,99,94,98,79,84,88,nt
CS(=O)(=O)Nc1ccc(CNC(=O)C2CCN(c3nc(C(F)(F)F)ccc3C#N)CC2)cc1,nt,105,nt,97,91,nt,106,80
CC1OC(n2c3ccccc3c3c4c(c5c6ccccc6[nH]c5c32)C(=O)N(CCN2CCOCC2)C4=O)CC(O)C1O (stereo unspecified),5.5*,-5.9*,57,68,12,100,6.3*,nt
COc1ccc(S(=O)(=O)NCCCNc2nccc(-n3cnc4ccccc43)n2)cc1,70,95,84,106,106,103,nt,76
CCOC(=O)C1=C(C)NC(SCc2cc(=O)oc3ccc(C)cc23)=N[C@@H]1c1cccc2ccccc12,100,95,111,105,101,95,96,101
O=C(O)Cc1ccccc1[N+](=O)[O-],100,94,114,103,92,97,102,78
CCCCCCCCCCCCCCCC(=O)OCC1OC(n2cnc3c(=S)nc(N)[nH]c32)C(OC(=O)CCCCCCCCCCCCCCC)C1OC(=O)CCCCCCCCCCCCCCC (stereo unspecified),97,48,49,130,74,55,34,56
COc1c(Cl)ccc(-c2cn(COCc3ccccc3)c3c(OC)ncnc23)c1F,106,124,100,111,100,102,98,93
COc1cccc(C(=O)Oc2ccc(/C=C/c3cc(OC(=O)c4cccc(OC)c4OC)cc(OC(=O)c4cccc(OC)c4OC)c3)cc2)c1OC,104,99,100,114,96,96,105,119
COc1cccc(C2=NN3C(C2)c2ccccc2OC3c2ccc(/C=C3\SC(=O)NC3=O)cc2)c1 (stereo unspecified),92,110,85,104,103,98,104,106
COc1ccc(-c2nc3ccccn3c2/C=C2/C(=O)Nc3ccc(Cl)cc32)cc1,88,97,84,112,99,98,99,104
CCCCCCCCC(=O)OCCCC1CCCO1 (stereo unspecified),97,88,99,99,97,98,102,116
NC(N)=N/N=C/c1cccc(F)c1,99,nt,101,108,100,99,106,105
NC1c2ccccc2-c2ccccc21,97,90,99,102,99,97,93,86

Among those listed so far, three contain a tert-butyl group.
structure,SK-MEL-5,HOP-62,EKVX,SK-MEL-28,A549/ATCC,SK-MEL-2,M14,HOP-92
CC(C)(C)c1cc(Br)c(O)c(CNc2ccccc2)c1,98,102,101,99,102,106,104,nt
COc1cccc(C(=O)N(c2ccc(F)cc2F)C(C(=O)NC(C)(C)C)c2cc3c(C)cc(C)cc3nc2Cl)c1 (stereo unspecified),84,80,77,96,53,70,83,63
CC(C)(C)OC(=O)Nc1ccc(-c2cccc(Oc3ccc4nnc(Cl)n4n3)c2)cc1,20,104,87,97,86,66,66,42
